D2 PAM = positively modulates the human D2 dopamine receptor allosterically. P14416. HEK293 T-REx D2, calcium flux, EC20 dopamine potentiation. potentiation, % at 10 µM. 340,000 tested, 0.34% active. AID 485347;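 active means potentiation over 3 SD above the plate norm, cut at about 30% in these data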; further: 0% is about no effect
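Potentiation of an EC20 dopamine calcium response measured kinetically over 180 s, after a preceding 180 s compound-only read flagging agonists. Cells: inducible Hek293 Trex D2 line, 4000/well, cultured overnight at 30 C before dye loading.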
TRHR enhancer = allosteric enhancers of human TRH receptor | TRHR cells, fluo-8 calcium fluorescence, EC20 TRH enhancement | P34981 | AID 493056 | enhancement, % at 2 µM | 360,000 tested, 0.66% active; in the data active means enhancement above about 30%; further: 0% is about no effect
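TRHR-expressing cells loaded with fluo-8 calcium dye were read kinetically (ex 480/em 530) during compound addition, then stimulated with an EC20 of TRH (10 nM final). Enhancement of the Gq-mediated intracellular calcium response was scored.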
D1 agonist = agonists of human D1 dopamine receptor | P21728 | HEK293 T-REx D1 cells, calcium flux, agonist mode | activation, % at 2 µM | 360,000 tested, 1% active | AID 504660; in the data active means activation above about 30%; further: 0% is about no effect
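Tetracycline-induced HEK293 TREx D1 cells, force-coupled to calcium signalling, were dye-loaded with a no-wash calcium kit. Compound was pin-added after a 10 s baseline. Fluorescence was read kinetically at 1 cycle/s for 180 s, with calcium rises flagged as agonism.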
D1 antagonist = blocks dopamine activation of the human D1 receptor. HEK293 TREx D1 cells, calcium flux, dopamine EC80; stronger effect = lower value. 360,000 tested, 3.2% active. activity change, negative = inhibition, % at 10 µM. AID 504652; in the data active means activity change below about -30%; further: on the % scale 0 is the no-effect control and ±100 the full control effect
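Using tetracycline-induced force-coupled D1 Hek293 cells and a calcium dye, signals were followed for 180 s after compound, then for 180 s after EC80 dopamine, to detect inhibitors.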
RXFP1 antagonist = antagonists of human relaxin receptor RXFP1 | HEK293-RXFP1, relaxin-stimulated cAMP HTRF, 30 min; stronger effect = lower value | AID 1259400 | 350,000 tested, 0.59% active | activity change, negative = inhibition, % at 57.5 µM;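 active means activity change of -60% or lower, but not beyond a set lower limit; inconclusive means change between -60% and -40%, or beyond the set limit; inactive means change above -40%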; further: on the % scale 0 is the no-effect control and ±100 the full control effect
Target sequence (Q9HBX9 whole entry, looked up): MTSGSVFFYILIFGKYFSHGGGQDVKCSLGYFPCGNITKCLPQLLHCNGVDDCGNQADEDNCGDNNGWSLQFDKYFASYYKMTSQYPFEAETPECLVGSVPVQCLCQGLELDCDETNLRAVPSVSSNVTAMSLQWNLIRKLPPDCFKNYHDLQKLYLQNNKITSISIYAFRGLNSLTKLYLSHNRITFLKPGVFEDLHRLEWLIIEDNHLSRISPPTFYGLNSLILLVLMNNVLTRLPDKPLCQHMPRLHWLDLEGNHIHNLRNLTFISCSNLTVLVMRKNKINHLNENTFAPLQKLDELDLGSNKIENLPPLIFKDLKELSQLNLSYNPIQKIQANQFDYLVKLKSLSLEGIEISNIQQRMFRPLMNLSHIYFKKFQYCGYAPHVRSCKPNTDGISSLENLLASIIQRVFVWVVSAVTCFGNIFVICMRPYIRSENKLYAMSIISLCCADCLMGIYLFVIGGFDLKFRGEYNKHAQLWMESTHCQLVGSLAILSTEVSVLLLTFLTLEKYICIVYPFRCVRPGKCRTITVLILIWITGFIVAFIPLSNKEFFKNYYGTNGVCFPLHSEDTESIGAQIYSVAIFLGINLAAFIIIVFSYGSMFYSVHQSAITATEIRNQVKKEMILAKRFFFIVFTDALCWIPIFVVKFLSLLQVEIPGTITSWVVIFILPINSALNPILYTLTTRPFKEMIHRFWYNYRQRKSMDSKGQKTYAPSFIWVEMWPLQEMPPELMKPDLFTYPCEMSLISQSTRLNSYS
Anesthetic bind = binds horse apoferritin like a general anesthetic; apoferritin/1-aminoanthracene competitive binding, fluorescence; P02791; Potency, µM (series often up to 77.5 µM), without a hit: at the top dose activity change, negative = displacement, hits mostly inhibitors; 350,000 tested, 0.074% active; AID 485281; further: potency means the concentration at half of the fitted maximal effect; on the % scale 0 is the no-effect control and ±100 the full control effect; nearly all actives have a fitted effect of over 20% in size
Target sequence (P02791 2-175 limits assumed): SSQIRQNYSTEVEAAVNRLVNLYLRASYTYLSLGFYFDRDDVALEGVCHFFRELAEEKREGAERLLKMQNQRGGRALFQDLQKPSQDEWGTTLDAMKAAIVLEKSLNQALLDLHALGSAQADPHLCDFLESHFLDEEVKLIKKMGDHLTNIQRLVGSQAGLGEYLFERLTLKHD
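Read-out: endpoint 1-AMA fluorescence, excitation 380 nm and emission 535 nm, after compounds sit 10 min at room temperature with 10 uM horse-spleen apoferritin in 50% saturated 1-AMA/PBS. Values come from four-parameter Hill fits.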
RXFP1 agonist = activates the human relaxin receptor RXFP1; HEK293T-RXFP1 cAMP TR-FRET, 30 min; response scale: percent of porcine relaxin response, buffer zero; 370,000 tested, 0.3% active; Potency, µM (highest dose often 57.5 µM), for the others: at the highest dose activation, actives largely listed as activators; AID 2676; further: potency means the concentration at half of the fitted maximal effect; on the % scale 0 is the no-effect control and ±100 the full control effect; nearly all actives have a fitted effect of over 60% in size; many of its hits are not listed in these tables
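HEK293 cells stably expressing RXFP1, treated 30 min at 37C with compounds plus PDE4 inhibitor Ro 20174; cAMP measured by HTRF TR-FRET. Normalized to buffer and 29 nM porcine relaxin; EC50 by Hill fit.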
D1 PAM = enhances dopamine response at the human D1 receptor | HEK293 TREx D1 cells, calcium flux, dopamine EC20 potentiation | AID 504651 | potentiation, % at 10 µM | 360,000 tested, 0.036% active | P21728; in the data active means potentiation above about 30%; further: 0% is about no effect
TRHR ag = agonists of human TRH receptor; activation, % at 2 µM; TRHR cells, calcium flux fluo-8, FDSS agonist mode; AID 493084; P34981; 360,000 tested, 0.18% active; in the data active means activation above about 30%; further: 0% is about no effect
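Agonist-mode FDSS calcium read (Ex 480/Em 530, 1 s cycles) in 1536-well TRHR cells with fluo-8 dye, after 10-cycle baseline and 23 nL compound addition; TRH at EC20 (10 nM final) added afterwards for the enhancer phase.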
Numbers without * were called inactive; u = inconclusive; x = no result given. Unless noted, the call rests on the fitted dose curve; in most records, active means well fitted curve in the direction sought with a large enough effect; inconclusive means small, poorly fitted or top-dose-only effect, or another doubt; inactive means no such curve, though single readings can be large; an effect the other way counts as inactive or inconclusive. Not all compounds are listed; count on the stated rates, not on these rows.

nr	canonical_smiles	D2 PAM	TRHR enhancer	D1 agonist	D1 antagonist	RXFP1 antagonist
1	CCc1ccc2[nH]c3nc(SCCN4CCOCC4)nnc3c2c1	2	6	5	2	0
2	COc1cc2nc(CN(C)Cc3ccc(Cl)cc3)[nH]c(=O)c2cc1OC	-8	-2	4	19	-3
3	Cc1ccc(CNC(=O)CCc2c(C)nc3nc(CNC(=O)OC(C)(C)C)nn3c2C)cc1	-4	4	0	3	1
4	CC(C)NC(=O)CSCc1c(Cl)cccc1Cl	-7	0	3	-5	-7
5	CCOc1cc(-c2nnc(SCC(=O)NCCCOC)nc2-c2ccc(OC)c(OCC)c2)ccc1OC	1	1	1	11	-30
6	O=C(c1ccccn1)N1CC=C(c2ccccc2)CC1	6	-3	0	-5	2
7	O=C(Nc1nc2ccccc2[nH]1)c1cccc(Br)c1	-6	12	1	-5	-37
8	COc1ccc(OCC(=O)Nc2ccc(-c3nc4cc(C)c(C)cc4o3)cc2)cc1	9	1	0	-31*	6
9	Cc1cccc2c(=O)cc(CSc3ccccc3NC(=O)c3cccc(Cl)c3)[nH]c12	-6	4	7	42	-7
10	COc1cc(C(=O)N=c2sccn2C)c([N+](=O)[O-])cc1OC	-6	6	2	-13	3
11	Cc1ccc2nc(CSc3nnc(NC(=O)CC(C)C)s3)cc(=O)n2c1	5	14	2	17	-5
12	COc1ccccc1C(=O)NCC(=O)NCCCN1CCOCC1	3	2	0	8	5

nr	Anesthetic bind	RXFP1 agonist	D1 PAM	TRHR ag
1	-6%	-0.9%	0	-0.2
2	-3%	1.3%	3	0.9
3	-9%	0.4%	-1	0.6
4	u	0.4%	-1	-1.0
5	-10%	0.4%	0	-0.1
6	-5%	1.3%	-3	0.4
7	-12%	-5.0%	-4	-0.8
8	6%	0.6%	1	1.9
9	-2%	0.5%	8	-0.4
10	-2%	3.0%	-8	-1.6
11	4%	23%	0	-0.2
12	x	-0.9%	-3	0.7

(listing goes on)
nr	canonical_smiles	D2 PAM	TRHR enhancer	D1 agonist	D1 antagonist	RXFP1 antagonist
13	Cc1cccc(-c2noc(CCc3ccccc3)n2)c1	0	1	2	7	-22
14	COc1cc2c(cc1OC)CN(C(=O)CN1CCN(S(=O)(=O)c3ccccc3)CC1)CC2	-6	6	1	1	-9
15	O=C(N/N=C/c1c(O)ccc2ccccc12)c1cccnc1	4	8	42*	6	-1
16	O=C1C=C(c2ccc(F)cc2OCc2ccccc2)C[C@@H](c2ccc(Cl)cc2)C1	-5	-6	-1	-27	x
17	Cc1nnc(NC(=O)CSc2nnc(Cc3cccn3C)n2CCc2ccccc2)s1	-8	-1	0	5	-10
18	COc1ccc(/C=N\NC(=O)c2ccccc2Br)cc1COc1ccccc1	-8	-2	3	-21	-4
19	Cc1cc(C)n2nc(SCc3ccc(C#N)cc3)nc2n1	7	-1	1	-4	-10
20	CC1(C)CC(NC(=O)c2ccccc2)CC(C)(C)N1	13	0	-1	24	0
21	COc1cc(NC(=O)c2cc(-c3cccc(O)c3)on2)cc(OC)c1OC	-7	-2	0	0	-6
22	CCNC(=O)Cn1c(-c2cccs2)cc2ccccc21	1	9	-1	-4	-2
23	O=C(c1cccs1)N1CCN(Cc2ccccc2[N+](=O)[O-])CC1	13	-3	2	-1	9
24	[O-][n+]1onc2c1C(N1CCOCC1)CCC2N1CCOCC1 (stereo not drawn)	-5	-5	2	-9	-7

nr	Anesthetic bind	RXFP1 agonist	D1 PAM	TRHR ag
13	u	-0.5%	-3	-0.2
14	-6%	-1.5%	3	-0.2
15	-1%	-0.1%	5	36*
16	x	1.6%	2	-0.2
17	-14%	1.8%	-1	-0.7
18	-5%	1.4%	-2	-0.6
19	-8%	4.2%	-7	0.1
20	-1%	-2.4%	-5	1.2
21	-8%	2.9%	-3	0.1
22	-12%	8.4%	0	-0.5
23	5%	2.4%	0	0.1
24	1%	2.4%	-8	0.3

The closing 2 compounds of the part above open the next one.
nr	canonical_smiles	D2 PAM	TRHR enhancer	D1 agonist	D1 antagonist	RXFP1 antagonist
23	O=C(c1cccs1)N1CCN(Cc2ccccc2[N+](=O)[O-])CC1	13	-3	2	-1	9
24	[O-][n+]1onc2c1C(N1CCOCC1)CCC2N1CCOCC1 (stereo not drawn)	-5	-5	2	-9	-7
25	O=C(CCNC(=O)c1ccc(Cl)cc1)NN1C(=O)NC2(CCCCC2)C1=O	-3	0	2	-6	4
26	COc1cc(C(=O)N2CCN(C(=O)C3CC3)CC2)cc(OC)c1OC	2	3	1	-42*	6
27	COC(=O)CN1C(C(=O)c2ccccc2)=C(OC(=O)c2ccc(F)cc2)c2ccccc2S1(=O)=O	22	-8	0	-78*	-10
28	O=C(c1ccc(Br)cc1)N(Cc1ccco1)C1CCS(=O)(=O)C1 (stereo not drawn)	11	9	0	25	23
29	CCC(C(=O)NCC1CCCO1)N(Cc1ccccc1)C(=O)CNS(=O)(=O)c1ccccc1 (stereo not drawn)	1	3	1	-2	10
30	CC1=CCC2COC(c3ccc[n+](Cc4ccccc4)c3)C1C2 (stereo not drawn)	12	6	1	-1	x
31	Cc1c(NC(=O)c2cc(=O)[nH]c(=O)[nH]2)c(=O)n(-c2ccccc2)n1C	1	-6	0	2	-3
32	COc1ccc(NC(=O)CSc2nnc(Cc3ccccc3)c(=O)n2N)cc1OC	4	-3	-1	-18	-1
33	Cc1ccc(-n2ncc3c(NC4CCCCC4)ncnc32)cc1Cl	-12	-1	0	-17	-22
34	Cc1ccc(Cl)cc1Nc1nc(-c2sc(NC(=O)c3cccc(Cl)c3)nc2C)cs1	7	9	2	-7	x
35	CN(Cc1ccccc1)C1=CC(=[N+]2CCCC2)CC(C)(C)C1	-1	-1	2	-3	-11
36	CCOc1ccccc1NC(=O)c1cc(SC)ccc1Cl	13	-3	4	1	-8

nr	Anesthetic bind	RXFP1 agonist	D1 PAM	TRHR ag
23	5%	2.4%	0	0.1
24	1%	2.4%	-8	0.3
25	x	-0.2%	5	0.4
26	-1%	-0.6%	-19	0.2
27	-5%	12%	-1	1.2
28	-2%	0.6%	0	-0.2
29	-7%	3.1%	-5	-0.3
30	-3%	3.1%	1	-0.2
31	-8%	0.2%	-4	0.5
32	x	0.5%	-2	0.0
33	-5%	4.2%	0	0.1
34	9%	1.4%	-2	0.4
35	-2%	0.2%	-1	-0.7
36	-11%	1.5%	-4	0.4

Entries listed above printed as active in TRHR ag.
entry	Compound	D2 PAM	TRHR enhancer	D1 agonist	D1 antagonist	RXFP1 antagonist	Anesthetic bind	D1 PAM	TRHR ag
15	O=C(N/N=C/c1c(O)ccc2ccccc12)c1cccnc1	4	8	42*	6	-1	-1%	5	36*

Going on with the list:
nr	canonical_smiles	D2 PAM	TRHR enhancer	D1 agonist	D1 antagonist	RXFP1 antagonist
37	O=C(Nc1ccc2c(c1)oc1ccc(S(=O)(=O)N3CCCC3)cc12)C1CC1	1	-12	1	23	-13
38	CCOc1ccccc1NC(=O)CCNC(=O)Cn1ccc2ccccc2c1=O	-11	-2	1	-3	-10
39	C=CCNC(=S)NNc1nc2c(c(=O)[nH]1)C1(CCCCC1)Cc1ccccc1-2	11	9	0	36	-11
40	O=C(COC(=O)c1ccc(OC(F)F)cc1)NCCNC(=O)COC(=O)c1ccc(OC(F)F)cc1	14	-3	-1	-10	4
41	O=C(COc1cccc(Cl)c1)Nc1cc(S(=O)(=O)N2CCOCC2)ccc1N1CCOCC1	-3	-2	4	-2	0
42	COc1ccc(CNC(=O)c2c(Nc3ccccc3C)sc(C(=O)c3ccccc3)c2N)cc1	-15	-11	11	29	-14
43	CS(=O)(=O)c1ccc2nc(NC(=O)CS(=O)(=O)c3ccc(Cl)cc3)sc2c1	0	9	1	x	-24
44	O=[N+]([O-])c1c(NCCO)cc(N2CCN(Cc3ccc4c(c3)OCO4)CC2)c2nonc12	-19	-9	0	6	-12
45	O=C(Cn1c(NCCO)nc2ccccc21)Nc1ccc2c(c1)OCCCO2	0	12	3	11	-5
46	CCc1c(C(=O)NC(C)C2CCCO2)csc1C (stereo not drawn)	-17	0	1	11	4
47	CC(=O)N1CCC(=NNc2nc3ccccc3[nH]2)CC1	-12	-2	0	-10	1
48	COc1ccc(NC(=O)c2ccc(CNc3c(NC4CCCCC4)c(=O)c3=O)cc2)c(OC)c1	-10	-1	1	3	-5

nr	Anesthetic bind	RXFP1 agonist	D1 PAM	TRHR ag
37	-17%	1.4%	1	0.7
38	13%	-1.7%	-2	-0.1
39	2%	0.9%	1	1.0
40	-9%	-1.4%	-2	1.4
41	-2%	1.9%	-4	-0.3
42	-24%	1.1%	-1	0.4
43	16%	-0.7%	-1	-0.7
44	-1%	0.8%	-4	-0.4
45	x	0.2%	-3	0.1
46	-8%	-0.5%	4	-0.3
47	-6%	-1.4%	-6	-1.3
48	-7%	-1.7%	0	0.2

Compound profiles, as listed above. Values in the order: D2 PAM	TRHR enhancer	D1 agonist	D1 antagonist	RXFP1 antagonist	Anesthetic bind	RXFP1 agonist	D1 PAM	TRHR ag
Profile of `O=C(N/N=C/c1c(O)ccc2ccccc12)c1cccnc1` = 4	8	42*	6	-1	-1%	-0.1%	5	36*
Profile of `O=C(Cn1c(NCCO)nc2ccccc21)Nc1ccc2c(c1)OCCCO2` = 0	12	3	11	-5	x	0.2%	-3	0.1

High-throughput results (PubChem BioAssay)
